Screening results deposited in PubChem BioAssay by several laboratories.
RT RNaseH block: inhibitors of HIV-1 reverse transcriptase RNase H | P04585 | RT-RNase H RNA/DNA duplex cleavage, fluorescence | inhibition, % at 10 µM | 1.9% of 65,000 active; in the data active = inhibition above about 50%
RmlCD inh mix: mixture blocks RmlC and RmlD coupled enzyme activity | AID 1532 | RmlC/RmlD coupled enzyme inhibition, 384-well mixture HTS | inhibition, % at 5.5 µM | 0.39% of 110,000 active; in the data active = inhibition above about 30%, passing the limit was not always enough; also: strong numbers were not always called active
Starred values were filed as active, the others as inactive; . = no result given.

The first 6 records, ahead of the listing:
SMILES | RT RNaseH block | RmlCD inh mix
COc1ccc(CN(CC(=O)NCC2CCCO2)C(=O)CCC(=O)Nc2cc(C)ccn2)cc1 (centres undefined) | 0 | -5
COc1ccc(Cl)cc1N=Cc1c(O)cc(C)oc1=O | -11 | .
CCCC(=O)Nc1ccccc1NC(=O)CN(C)S(=O)(=O)c1ccccc1 | -10 | -14
CCCSc1nc(-n2ncc(C#N)c2N)c2c3c(sc2n1)CCC(C)C3 (centres undefined) | . | -8
Clc1ccc(Cn2cc(Br)cn2)cc1Cl | -46 | -16
CN1CCN(C(=O)CSc2nc(-c3cccs3)cc(-c3cccs3)c2C#N)CC1 | 25 | 17

The listing, from the first entry:
SMILES | RT RNaseH block | RmlCD inh mix
COc1ccc(CN(CC(=O)NCC2CCCO2)C(=O)CCC(=O)Nc2cc(C)ccn2)cc1 (centres undefined) | 0 | -5
COc1ccc(Cl)cc1N=Cc1c(O)cc(C)oc1=O | -11 | .
CCCC(=O)Nc1ccccc1NC(=O)CN(C)S(=O)(=O)c1ccccc1 | -10 | -14
CCCSc1nc(-n2ncc(C#N)c2N)c2c3c(sc2n1)CCC(C)C3 (centres undefined) | . | -8
Clc1ccc(Cn2cc(Br)cn2)cc1Cl | -46 | -16
CN1CCN(C(=O)CSc2nc(-c3cccs3)cc(-c3cccs3)c2C#N)CC1 | 25 | 17
Cc1cccc(-n2c(SCC(=O)Nc3nnc(C)s3)nnc2-c2ccoc2C)c1 | -9 | 4
CCOC(=O)c1c(NC(=O)CSc2nnc(-c3ccccc3)n2CC)sc(C(C)=O)c1C | 5 | 3
COCCOC(=O)c1c(C)oc2ccc(OC(=O)c3ccc4c(c3)OCO4)cc12 | -16 | -9
CCN1CCCC1CNC(=O)c1ccc(CS(=O)(=O)c2ccccc2C)o1 (centres undefined) | -10 | 1

More records
SMILES | RT RNaseH block | RmlCD inh mix
O=c1c(-c2ccc(Br)cc2)coc2c(CN3CCOCC3)c(O)ccc12 | 0 | 11
O=C1CCCC(O)=C1C=Nc1ccc2c(c1)oc1ccccc12 | -3 | 0
O=C(Oc1cc(-c2ccccc2)no1)c1ccc(Cl)cc1 | . | -8
NCCCNC(=O)c1cc2ccccc2[nH]1 | -7 | -3
CC(=O)c1c(N2CCN(Cc3ccc4c(c3)OCO4)CC2)nc(=S)n(-c2ccccc2)c1C | -7 | -2
O=[N+]([O-])c1cc(-c2csc(NCCc3nc4cc(C(F)(F)F)ccc4n3CCCO)n2)ccc1Cl | . | 9
COCCCNC(=O)CN(c1cc(Cl)cc(Cl)c1)S(C)(=O)=O | . | 0
O=C(CCN1C(=O)c2ccccc2S1(=O)=O)Nc1nc2c(s1)CCCC2 | -13 | 11
COc1ccc(NC(=O)CC2C(=O)N(c3cccc(OC)c3)C(=O)N2C2CCCCC2)cc1 (centres undefined) | -6 | 6
O=C1CCCC2=C1C(c1cccs1)n1ncnc1N2 (centres undefined) | -5 | -10

Single values from the entries so far.
RmlCD inh mix, `COc1ccc(NC(=O)CC2C(=O)N(c3cccc(OC)c3)C(=O)N2C2CCCCC2)cc1` (centres undefined) is entered as 6
RmlCD inh mix, `O=C(Oc1cc(-c2ccccc2)no1)c1ccc(Cl)cc1` is entered as -8
RmlCD inh mix, `COCCCNC(=O)CN(c1cc(Cl)cc(Cl)c1)S(C)(=O)=O` is entered as 0
RT RNaseH block, `NCCCNC(=O)c1cc2ccccc2[nH]1` is entered as -7
RT RNaseH block, `O=C1CCCC2=C1C(c1cccs1)n1ncnc1N2` (centres undefined) is entered as -5
RT RNaseH block, `CC(=O)c1c(N2CCN(Cc3ccc4c(c3)OCO4)CC2)nc(=S)n(-c2ccccc2)c1C` is entered as -7

Additional records follow:
SMILES | RT RNaseH block | RmlCD inh mix
O=[N+]([O-])c1cccc(N=NN(CCO)c2cccc([N+](=O)[O-])c2)c1 | . | 12
Cc1ccc(C)c(CN2CCCNC2=O)c1 | -24 | 14
CCOC(=O)Nc1cccc(C(=O)O)c1 | . | 7
CCOC(=O)N1CCC(NCCNC(=O)c2ccccc2Cl)CC1 | 4 | -12
CCN(CC)C(=O)C1CCN(c2ncnc3c2cnn3-c2ccc(C)cc2C)CC1 | 3 | -11
CCCC(CCC(=O)Nc1ccc(S(N)(=O)=O)cc1)C(=O)O (centres undefined) | . | 0
C=CCn1c(SCc2nnc(-c3ccccc3)o2)nnc1C(O)c1ccccc1 (centres undefined) | 1 | -15
COC(=O)[C@@H](NC(=O)NC1CCN(Cc2ccccc2)CC1)C(C)C | -1 | -2
N#Cc1ccc(Oc2cc(C(F)(F)F)nc(-c3ccccn3)n2)cc1 | . | 9
CC1=CC(C)C2C(=O)N(O)C(=O)C2C1 (centres undefined) | . | -13

The listing continues.
SMILES | RT RNaseH block | RmlCD inh mix
O=C(Nc1ccc2oc(-c3ccc4ccccc4c3)nc2c1)c1cccs1 | . | -5
CCOC(=O)CSc1nc2c(cnn2-c2ccc(C)cc2)c(=O)[nH]1 | -21 | 25
C=CCSc1nnc(-c2cc(Br)ccc2N)c(=O)[nH]1 | -5 | 10
CCCn1c(=O)c2c(nc(Br)n2CCC)n(C)c1=O | -9 | 12
Cc1ccc(Cn2ncn3c(cc4ccccc43)c2=O)cc1 | -49 | 5
COc1cc(CCCN2C(N)=NC[C@@H]2Cc2ccccc2)cc(OC)c1OC | . | 9
CCOC(=O)C(NC(=O)C1CCCN1C(=O)OCc1ccccc1)C(=O)OCC (centres undefined) | -1 | -11
Cc1ccc2c(c1)sc1nc(=O)n(-c3cccc(Cl)c3)c(=O)n12 | . | -12
CS(=O)(=O)N(CC(=O)N1CCCCCC1)Cc1ccc(Cl)cc1 | . | -29
CCOC(=O)N1CCN(C(=O)c2ccc(N(Cc3ccccc3)S(C)(=O)=O)cc2)CC1 | . | 4

(continued)
SMILES | RT RNaseH block | RmlCD inh mix
CCC(C)(C(=O)NC1CCCCC1)N(Cc1ccco1)C(=O)Cc1cccs1 (centres undefined) | . | 88
Cn1c(SCC(=O)N2c3ccccc3Sc3ccccc32)nnc1-c1ccco1 | -39 | -9
CCN(c1ccc(C)c(C)c1)S(=O)(=O)c1c(C)[nH]c(=O)[nH]c1=O | . | -100
CC(C)NC(=O)NC(=O)CSc1ncc(C(F)(F)F)cc1Cl | -8 | 9
CNc1c(N)n(Cc2ccccc2)c(=O)[nH]c1=O | . | 5
C=CCOc1c(Br)cc(CNc2ccc(NC(=O)CCC)cc2)cc1OCC | . | 5
CC(=O)C[C@H]1c2cc(C(F)(F)F)ccc2S(=O)(=O)N1c1ccccc1 | . | -5
O=C(CCCN1C(=O)c2ccccc2C1=O)Nc1nccs1 | . | 8
Cc1cccc(NC(=O)CC2SC(=O)N(c3ccccc3)C2=O)c1 (centres undefined) | . | 9
CC(NC(=O)Cn1cc(C(=O)C2CC2)c2ccccc21)c1ccccc1 (centres undefined) | . | -11

Following part
| SMILES | RT RNaseH block | RmlCD inh mix |
| --- | --- | --- |
| COc1ccc(Cl)cc1Nc1nc(NCCO)nc(N2CCCCC2)n1 | . | -13 |
| O=S(=O)(Nc1ccc2c(c1)nc1n2CCOC1)c1ccccc1 | -1 | -3 |
| COc1cccc2oc(-c3ccco3)cc(=O)c12 | . | 6 |
| O=C(Cn1c(=O)oc2cc(S(=O)(=O)N3CCCC3)ccc21)Nc1ccc(C(F)(F)F)cc1 | 40 | 5 |
| O=S(=O)(/C=C/c1ccccc1)N1CCN(c2ccccc2)CC1 | -2 | 6 |
| Cc1nn(C(=O)Cn2ccc([N+](=O)[O-])n2)c(C)c1Br | . | -1 |
| O=C(CSc1nnnn1-c1ccccc1)Nc1nsc(-c2ccccc2)n1 | -6 | 11 |
| O=C(Oc1ccc(-c2cnc3ccccc3n2)cc1)c1cc([N+](=O)[O-])ccc1Cl | . | -10 |
| CCOC(=O)c1csc(NC(=O)C(C)(C)C)n1 | -9 | -15 |
| CC(NC(=O)CCSc1nc(-c2ccco2)cc(C(F)(F)F)n1)c1ccccc1 (centres undefined) | . | 6 |
| CCOC(=O)c1csc(NC(=O)c2ccc(S(=O)(=O)N3CCCC3)cc2)n1 | 6 | 97* |
| CCC(Sc1nc2sc(C(=O)OC)c(C)c2c(=O)n1N)C(=O)NCC1CCCO1 (centres undefined) | 2 | 8 |
| Nc1ccc(-n2nncc2-c2ccco2)cc1 | -18 | -22 |
| CCOC(=O)N1CCN(C(=O)CSc2nc3c(cnn3-c3ccc(Cl)cc3)c(=O)[nH]2)CC1 | -5 | -6 |
| O=C(CSc1ncn[nH]1)Nc1ccc(Br)cc1F | 2 | -10 |
| Cc1ccc(-n2nnc3c(=O)n(Cc4ccccc4C)cnc32)cc1 | -1 | -9 |
| Cc1ccc(-n2c3c(cc(C(=O)NCCCN4CCOCC4)c2=O)C(=O)CC(C)(C)C3)cc1 | -2 | -9 |
| CCN(CC)S(=O)(=O)c1ccc(NC(=O)c2ccc(CN3CCOCC3)cc2)cc1 | . | -6 |
| CCC1(CC)C(=O)Nc2ccccc21 | . | -10 |
| COc1ccc(C(C)C)cc1S(=O)(=O)Nc1ccccn1 | . | -307 |
| CCOC(=O)NNC(=O)c1ccc(Cl)cc1 | . | 10 |
| Cc1ccc(C)n1-c1cc(S(=O)(=O)N2CCOCC2)ccc1N1CCCC1 | 36 | -6 |
| Cc1cc(=O)oc(C)c1C(=O)N1CCc2c([nH]c3ccccc23)C1C(C)C (centres undefined) | 2 | -9 |
| CCOc1ccc(N(C(C)C(=O)N/N=C(\C)c2cccc(NC(=O)c3ccccc3)c2)S(C)(=O)=O)cc1 (centres undefined) | . | -13 |
| O=C(Cn1cc2c(n1)CCCC2)N1CCCC1 | 1 | 3 |
| CC(NC(=O)c1ccc(Cl)s1)C1CCCO1 (centres undefined) | . | 3 |
| Cc1cc(C)n(Cc2ccc(C(=O)NCCC3=CCCCC3)o2)n1 | -2 | -6 |
| CCOC(=O)C1=C(C)N(C)C(=O)NC1c1cccc([N+](=O)[O-])c1 (centres undefined) | . | 2 |
| COc1ccccc1-c1nc(-c2ccc(Br)cc2)no1 | 7 | 6 |
| COC(=O)c1cccnc1NC(=S)NNC(=O)c1ccncc1 | . | -5 |

An excerpt from above in order of heavy-atom count, ascending.
| SMILES | RT RNaseH block | RmlCD inh mix |
| --- | --- | --- |
| C=CCSc1nnc(-c2cc(Br)ccc2N)c(=O)[nH]1 | -5 | 10 |
| CCCC(=O)Nc1ccccc1NC(=O)CN(C)S(=O)(=O)c1ccccc1 | -10 | -14 |
| CC(=O)c1c(N2CCN(Cc3ccc4c(c3)OCO4)CC2)nc(=S)n(-c2ccccc2)c1C | -7 | -2 |

Additional entries follow:
| SMILES | RT RNaseH block | RmlCD inh mix |
| --- | --- | --- |
| CCN(C(=O)Cc1ccccc1OC)c1nnc(-c2ccncc2)s1 | . | -4 |
| Cn1c(SCC(=O)Nc2nccs2)nnc1-c1ccc(S(=O)(=O)N2CCCC2)cc1 | . | -13 |
| Cc1nc(SCC(=O)Nc2ccc3c(c2)OCO3)c(C#N)c2c1CCCC2 | 1 | 4 |
| O=c1cc(C(F)(F)F)c2cc3c4c(c2o1)CCCN4CCC3 | . | -9 |
| COc1c(Cl)cc(C(=O)O)cc1Cl | . | -2 |
| CSc1nnc([C@@H](NC(=O)OC(C)(C)C)C(C)C)o1 | -4 | -14 |
| CCOC(=O)N1CCN(C(=O)CN(c2ccc(OC)cc2)S(C)(=O)=O)CC1 | . | -12 |
| CCOC(=O)C1C(=O)CC(C)(O)C(C(=O)OCC)C1c1ccc(F)cc1 (centres undefined) | . | 1 |
| CC1N(O)C2CCCCCC2N1O (centres undefined) | -4 | -12 |
| Cn1c(=O)c2c(nc(NCc3ccco3)n2C/C=C/c2ccccc2)n(C)c1=O | 3 | . |
| CC(=O)NCC12CC3CC(C1)CC(C(=O)O)(C3)C2 | -4 | -7 |
| Cc1cc2c(nc1C)CCCN2C[C@@H](C)O/N=C1/[C@H]2CCn3c(=O)n(-c4ccccc4)c(=O)n3[C@H]2[C@H](O)[C@@H]2O[C@H]12 | . | -9 |
| CCOc1ccc(-c2[nH]ncc2Oc2cccc(OC)c2)c(O)c1 | -19 | -1 |
| CC1(C)CC(=O)C=C(c2ccc3c(c2)OCO3)C1 | . | -12 |
| CCOc1ccc(N/C(=C(/C(Cl)=C(Cl)Cl)[N+](=O)[O-])n2cncn2)cc1 | . | -6 |
| CC(C)NC(=O)CSCc1c(F)cccc1Cl | . | -98 |
| COC(=O)c1ccc(S(=O)(=O)N2CCCC2)o1 | -19 | -4 |
| O=S(=O)(c1cc(Cl)ccc1Cl)n1nnc2ccccc21 | -3 | -8 |
| O=C(NCc1cn2ccsc2n1)Nc1ccc(Cl)cc1 | -18 | -16 |
| O=C(OCc1nnc(-c2ccccc2)o1)c1ccc2c(c1)OCCO2 | -38 | -6 |

Only part of the results is shown (hit frequency here may not be typical).
